Screens: PubChem, Sanford-Burnham Center for Chemical Genomics
NR3A LBD binder: binders of NR3A ligand-binding domain, primary screen, biophysical, differential scanning fluorimetry, uHTS. Glutamate receptor ionotropic, NMDA 3A (GRIN3A) ligand-binding domain. NR3A LBD differential scanning fluorimetry, Tm shift; 0% = protein alone, 100% = glycine-bound protein. Tm shift relative to glycine control, % at 25 µM. hit rate 2.5% among 340,000. AID 1259313, 2017;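 active means melting temperature shift of at least 10% of the positive control shift, at one fixed dose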
SENP1 FRET inh: human SENP1 catalytic domain inhibitors, primary screen, biochemical, FRET, uHTS. Sentrin-specific protease 1 (Homo sapiens), Q9P0U3. recombinant SENP1 catalytic domain, CyPet-SUMO1-YPet FRET cleavage. inhibition, % at 10 µM. hit rate 0.21% among 360,000. AID 624204, 2012;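 active means inhibition at least 30% at 10 µM, raw YFP signal under a set limit, fluorescence ratio 0.5 to 1.5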;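 further: 0% = enzyme with DMSO and 100% = no enzyme wells; some results filed as inactive read as strong as hits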
Target sequence (Q9P0U3 419-644 limits assumed): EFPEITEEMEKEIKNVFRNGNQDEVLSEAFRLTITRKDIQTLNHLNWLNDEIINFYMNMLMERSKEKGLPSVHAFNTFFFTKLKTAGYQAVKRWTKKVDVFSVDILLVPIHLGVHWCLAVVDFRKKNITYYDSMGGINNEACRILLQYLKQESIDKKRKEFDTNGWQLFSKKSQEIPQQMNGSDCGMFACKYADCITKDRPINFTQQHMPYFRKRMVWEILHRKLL
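System: Recombinant human SENP1 catalytic domain, His6-tagged | Incubation: Enzyme reaction for 50 min at room temperature, dark | Medium: Tris pH 8 with BME, BSA, NP40 and catalase | Also added: 25 nM SUMO1 FRET substrate | Compound: 10 µM single point, 0.5% DMSO | Measured by: FRET fluorescence in CFP and YFP emission channels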
SENP8 inh: human SENP8 protease inhibitors, primary screen, biochemical, fluorescence, Nedd8 protein substrate, uHTS. recombinant SENP8. inhibition, % at 20 µM. hit rate 0.64% among 360,000. AID 602440, 2012; in the data active means inhibition mostly above about 40%, no sharp cut-off; inactive means mostly below about 27%
Target sequence (Q96LD8 whole entry, looked up): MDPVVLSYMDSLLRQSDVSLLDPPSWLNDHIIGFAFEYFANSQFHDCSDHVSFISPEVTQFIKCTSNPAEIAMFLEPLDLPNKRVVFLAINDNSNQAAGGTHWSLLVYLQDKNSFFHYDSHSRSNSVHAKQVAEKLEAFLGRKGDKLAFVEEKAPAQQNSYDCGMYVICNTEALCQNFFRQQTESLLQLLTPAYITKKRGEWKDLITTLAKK
PfGluPho inh: PfG6PD enzyme inhibitors, primary screen, biochemical, fluorescence intensity, uHTS; glucose-6-phosphate dehydrogenase-6-phosphogluconolactonase (Plasmodium falciparum 3D7); PfGluPho enzyme, NADPH resazurin-diaphorase fluorescence; inhibition, % at 20 µM; hit rate 0.78% among 350,000; AID 504690, 2011;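 active means inhibition reaching at least a set limit at 20 µM in the primary screen, cut at about 59% in these data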;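 further: 0% = DMSO wells with substrate and 100% = DMSO wells lacking glucose-6-phosphate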
MPTP block: mitochondrial permeability transition pore inhibitors, primary screen, biochemical, isolated mouse mitochondria, absorbance | hit rate 1.4% among 360,000 | Ca2+ swelling absorbance, 30 min | inhibition, % at 10 µM;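 active means inhibition of 50% or more, scaled per plate between neutral and stimulator controls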;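 further: 0% = DMSO wells given calcium and 100% = 1 mM EGTA wells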
hIAP activ: human IAP activators, primary screen, biochemical, luminescence, uHTS | purified human IAP, CDP-Star luminescence, 30 min; hits give high values; 1 = vehicle-only enzyme, 0 = enzyme-free background | activation factor at 10 µM | hit rate 0.16% among 330,000 | AID 2524, 2010;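 active means activation factor of the enzyme at least 2-fold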; further: the source names both 10 and 20 µM as test concentration; values of inactives mirror those of a sister screen read the other way
Target sequence (P09923 whole entry, looked up): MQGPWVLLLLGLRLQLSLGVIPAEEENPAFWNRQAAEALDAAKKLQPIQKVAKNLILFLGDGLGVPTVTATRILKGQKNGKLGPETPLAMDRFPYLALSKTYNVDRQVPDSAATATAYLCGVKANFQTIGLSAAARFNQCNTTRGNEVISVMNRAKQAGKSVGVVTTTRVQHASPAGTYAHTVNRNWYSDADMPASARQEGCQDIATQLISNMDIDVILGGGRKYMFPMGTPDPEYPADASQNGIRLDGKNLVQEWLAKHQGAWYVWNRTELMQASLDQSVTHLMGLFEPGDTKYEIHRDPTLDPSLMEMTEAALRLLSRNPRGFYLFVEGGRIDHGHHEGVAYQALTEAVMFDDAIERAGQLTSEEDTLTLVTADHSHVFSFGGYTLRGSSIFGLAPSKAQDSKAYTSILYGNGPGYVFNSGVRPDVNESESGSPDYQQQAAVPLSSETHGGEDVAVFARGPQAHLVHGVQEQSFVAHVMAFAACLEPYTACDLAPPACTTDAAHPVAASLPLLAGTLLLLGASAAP
ATG4B inhibitor: ATG4B protease inhibitors, primary screen, biochemical, fluorescence, uHTS | Cysteine protease ATG4B (Homo sapiens), Q9Y4P1 | ATG4B cleavage of LC3-PLA2, NBD-HPC fluorescence, 1 h | inhibition, % at 8.33 µM | hit rate 0.51% among 340,000 | AID 504462, 2011; in the data active means inhibition above about 40%
SENP6 block: SENP6 protease inhibitors, primary screen, biochemical, luminescence, uHTS; Sentrin-specific protease 6 (Homo sapiens), Q9GZR1; Recombinant SENP6 catalytic domain, aminoluciferin luminescence; inhibition, % at 10 µM; hit rate 1.8% among 330,000; AID 2599, 2010;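 active means inhibition above about 50% at the single tested dose, limit read from the data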;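 further: plate controls were DMSO wells with enzyme for no effect and DMSO wells lacking enzyme for full effect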
An asterisk follows results filed as active; nt = no result given. Rows are unselected; any-hit rate near 6.7%.

SMILES	NR3A LBD binder	SENP1 FRET inh	SENP8 inh	PfGluPho inh	MPTP block	hIAP activ	ATG4B inhibitor	SENP6 block
CCOC(=O)c1nccnc1C(=O)Nc1ccc(C(F)(F)F)cc1	-1	3	9	3	2.0	0.96	2	1
CC(=O)c1ccc(OCc2cc([N+](=O)[O-])cc3c2OCOC3)cc1	-1	-2	20	0	-0.3	0.83	3	0
C=CCNC(=S)NCc1cccnc1	1	2	2	-2	-1.9	0.87	-5	11
COC(=O)c1ccc(/C=N/NC(=O)C(=O)NCc2ccccc2)cc1	-1	4	9	7	0.9	1	-8	-30
CCN(CC)CCSc1nc2ccccc2c(=S)n1-c1ccccc1	1	nt	nt	15	nt	0.83	-7	2
COc1ccc(COc2cc(-c3cccc(OC)c3)nc3ccc(NC(=O)c4ccc(OC)cc4)cc23)cc1	0	-2	-498	1	-0.4	0.91	-3	0
N#Cc1ccc(OCCN2C(=O)NC3(CCSC3)C2=O)cc1 (stereo not given)	2	-4	14	-1	0.1	0.99	-11	-9
CCCCn1c(=N)n(CCOc2ccc(C)cc2)c2ccccc21	-3	2	11	-4	13	1	1	-2
CCN(Cc1ccccc1)C(=O)c1nn(-c2ccc(OC)cc2)c(=O)c2c1c1ccccc1n2C	-1	0	-392	20	0.1	0.96	-12	-8
NS(=O)(=O)c1cccc(NC(=O)CSc2nnc(-c3ccccc3F)n2C2CC2)c1	-3	0	31	0	3.4	1	-1	-4
Cc1nc2ccc(NC(=O)C(F)(F)F)cc2o1	1	2	9	2	1.6	0.78	-7	-24
C[C@@H]1CCCCO[C@@H](CN(C)C(=O)Cc2ccccc2)[C@@H](C)CN([C@H](C)CO)C(=O)c2cc(NC(=O)C3CCCCC3)ccc2O1	nt	0	0	3	-1.0	nt	nt	nt
Cc1ccc(-n2nc3c(c2NC(=O)c2cccs2)CS(=O)(=O)C3)cc1C	7	2	8	-1	0.3	0.77	6	-2
O=C(NCc1ccncc1)C1CCN(S(=O)(=O)Cc2ccccc2)CC1	-1	1	3	-5	0.6	1	5	-32
CCCCN(C(=O)C1CSC2(C)CCC(=O)N12)c1c(N)n(Cc2ccccc2)c(=O)[nH]c1=O (stereo not given)	2	-1	-6	-13	3.4	1.1	3	-1
CC1(C)c2ccccc2N2CCC(=O)NC21/C=C/c1ccco1 (stereo not given)	1	6	-17	4	-7.5	1	33	16
Cc1cc(NCC2CCCO2)n2c(nc3ccccc32)c1C#N (stereo not given)	-1	-106	-466	5	-1.4	1	-13	-6
COc1ccc(C2=NN(C(C)=O)CC2c2cccc([N+](=O)[O-])c2)cc1 (stereo not given)	2	2	1	-3	0.2	1.2	-7	2
COC(=O)C1=CO[C@@H](O)C2C(CO)=CCC12 (stereo not given in full)	0	0	-4	-9	0.0	0.95	-5	-8
Cc1onc(-c2ccccc2)c1C(=O)NCCc1ccncc1	-1	0	15	-2	0.1	0.93	-1	-6
CC1(C)Cc2cccc(C(=O)Nc3ccc(Cl)cc3)c2O1	0	1	-2	28	3.5	1	4	-4
Cc1ccc(C2=CSC3=NCCN23)c(C)c1	0	-2	21	63*	-1.6	1.2	-9	0
CCN(CC)CC(=O)N(CC(=O)Nc1c(C)cc(C)cc1C)C1CCCCC1	-1	-2	2	-22	-0.2	0.92	3	-7
CC(=O)c1sc(NC(=O)CS(=O)(=O)c2ccccc2)nc1C	0	-3	-54	-21	-0.5	0.9	4	5
Cc1cccc(/C=N/NC(=O)c2cc(Br)ccc2OCc2ccccc2)n1	1	-9	8	13	0.3	0.95	4	-6
O=C(O)CNC(=O)/C=C/c1ccc(Cl)cc1Cl	0	0	5	0	-2.0	0.9	-1	1
N#CCSc1nc2ccccc2c(=O)n1CCCC(=O)NCC1CCCO1 (stereo not given)	0	1	21	-2	-0.6	1	-1	-17
Cc1ccccc1/C=C/C12NC(=O)CN1c1ccccc1C2(C)C (stereo not given)	-1	-1	1	15	-4.2	1.1	-12	-7
COc1ccc(-c2nn(-c3ccccc3)cc2/C=C/C(=O)OCC(=O)Nc2ccccc2C#N)cc1	-1	-1	-423	-18	1.6	0.99	5	-3
Cc1cccc(-[n+]2c(C)cc(C)c3c(=O)[nH]c(=O)[nH]c32)c1	12*	-41	-285	-5	-0.9	1	-9	4
O=C(O)c1ccccc1N(Cc1ccccc1)C(=O)COc1ccccc1	0	-1	20	-17	1.9	1	-3	-12
CNC(=O)c1c(NC(=O)CCS(=O)(=O)c2ccc(C)cc2)sc2c1CCN(C(=O)OC)C2	-1	-71	-42	14	0.6	0.86	0	5
Cc1cc(Nc2ccc3c(c2)OCCO3)c2ccccc2n1	-6	1	8	2	9.8	1.2	-6	-7
COc1ccc(NC(=O)C23CC4CC(C2)CC(n2cnc(Br)n2)(C4)C3)c(C)c1	1	-1	7	4	0.3	1	0	3
CC(C)(C)Nc1c(-c2cccs2)nc2ccccn12	0	-8	-368	-10	0.8	0.95	-5	-15
CN1CCN(C(=O)CN(c2cccc(Br)c2)S(=O)(=O)c2ccccc2)CC1	0	0	-4	4	-1.5	1.2	-1	-11
Cc1ccc(NC(=O)C2CCN(S(=O)(=O)c3ccc4c(c3)OCCO4)CC2)c(O)c1	-15	1	8	13	-1.8	1.1	-4	-1
CCn1ncc(C2=NOC(C(=O)NCc3ccccc3)C2)c1C (stereo not given)	0	2	15	9	-1.8	0.93	-11	12
COc1ccc(Cn2c(C3CC3)nc3ccc(NC(=O)c4cccnc4)cc3c2=O)cc1	-2	-5	-37	4	1.0	0.92	0	-10
Cc1ccc(C(C(=O)NCc2ccccc2)N(Cc2ccco2)C(=O)c2snc(C(N)=O)c2N)o1 (stereo not given)	1	-10	-305	10	2.0	0.92	-2	-17
Cc1cc(NC(=O)CSc2nnc(-c3cccc(F)c3)n2N)no1	2	3	0	15	0.3	0.96	3	7
COc1ccc(CCn2c(C)cc(C(=O)CSc3nc(N)cc(=O)[nH]3)c2C)cc1	-1	-5	3	5	12	0.91	-8	-16
CCN=C1S/C(=C\c2cn(CC)c3ccccc23)C(=O)N1CC	-30	-23	-37	32	7.0	0.99	-6	-8
Cc1cc(C)cc(SCc2noc(C(=O)NC(C)C)c2C(=O)O)c1	8	1	8	-8	1.4	0.97	-11	-20
CCC(C)C(NS(=O)(=O)c1ccc(C)cc1)C(=O)Oc1ccc2c3c(c(=O)oc2c1)CCC3 (stereo not given)	-11	-5	-83	14	2.0	0.87	18	-9
Cc1ccc(C2(C)NC(=O)N(CC(=O)Nc3ccccc3N3CCCC3)C2=O)cc1 (stereo not given)	nt	2	11	13	-2.0	1	4	12
C[C@@H]1CN([C@@H](C)CO)C(=O)c2cc(Br)cnc2O[C@H]1CN(C)C(=O)c1cccc(F)c1	nt	2	3	10	0.4	nt	nt	nt
CCCCC1CC1C(=O)Nc1ncc2c(n1)CC(C)(C)CC2=O (stereo not given)	7	0	16	-4	-0.9	0.89	-1	-13
Cc1[nH]c2ccccc2c1C(=O)C(=O)NCCCc1ccccc1	2	2	12	6	0.9	0.9	-13	6
COc1ccc(-c2noc(-c3ccccc3C(=O)Nc3cccnc3)n2)cc1OC	1	-6	-10	7	-0.3	0.97	-10	-12

Sorted by the number under SENP1 FRET inh (ascending): three of the compounds above.
SMILES	NR3A LBD binder	SENP1 FRET inh	SENP8 inh	PfGluPho inh	MPTP block	hIAP activ	ATG4B inhibitor	SENP6 block
Cc1cccc(-[n+]2c(C)cc(C)c3c(=O)[nH]c(=O)[nH]c32)c1	12*	-41	-285	-5	-0.9	1	-9	4
COc1ccc(Cn2c(C3CC3)nc3ccc(NC(=O)c4cccnc4)cc3c2=O)cc1	-2	-5	-37	4	1.0	0.92	0	-10
C=CCNC(=S)NCc1cccnc1	1	2	2	-2	-1.9	0.87	-5	11

Remaining list, next part.
SMILES	NR3A LBD binder	SENP1 FRET inh	SENP8 inh	PfGluPho inh	MPTP block	hIAP activ	ATG4B inhibitor	SENP6 block
CCN1C(=O)C2C(C1=O)N1C(c3cccs3)C3C(=O)N(CC)C(=O)C3N1C2c1cccs1 (stereo not given)	1	0	24	0	7.6	1.1	0	-3
O=C(c1cccc(OC2CCN(Cc3ccc(F)cc3Cl)CC2)c1)N1CCCC1	7	-4	6	-7	-0.3	1.2	3	-13
CCn1cc(C(=O)NNC(=O)c2ccc(Cl)cc2)c(=O)c2ccc(C)nc21	nt	3	6	nt	-1.3	1.6	nt	-10
COc1ccc(S(=O)(=O)N2CCC(N3CCCCC3)CC2)cc1	2	2	6	-18	-1.2	1	-3	0
O=C(O)c1cccc(NC(=S)N/N=C/c2cccnc2)c1	-2	1	6	11	-0.5	0.93	6	19
Cc1ccc(-n2ncc3c(=O)n(CC(=O)NCc4ccco4)cnc32)cc1	1	-2	29	-6	-1.2	1.2	-10	-6
COc1ccc(-c2nc(NC(=O)Cn3ccc(C(F)(F)F)n3)sc2C)cc1	2	3	22	19	-3.2	1.1	-8	-10
O=C(COC(=O)Cc1ccc(S(=O)(=O)N2CCOCC2)s1)Nc1ccccc1Cl	-2	-16	-42	8	-1.1	1	2	-27
CCSc1nnc(NC(=O)c2cc3c(s2)CCCC3)s1	4	0	-303	20	0.5	1.2	0	-2
CC(=O)Nc1ccc(S(=O)(=O)NCCC(=O)NCc2ccncc2)cc1	2	3	8	-8	-0.4	1	-6	-7
COc1cccc(C(=O)Nc2ccncc2)c1OC	2	1	1	5	0.6	0.94	-2	8
S=C(NC1CCCCC1)N1CCOCCOCCN(C(=S)NC2CCCCC2)CCOCC1	1	2	8	-8	2.3	1.2	-7	-11
COc1cc(C2CC(=O)N3CN(Cc4ccco4)CSC3=C2C#N)ccc1OCc1ccccc1 (stereo not given)	-7	-22	18	60*	-0.1	1	-9	-12
c1ccc(CCNc2ncnc3scc(C4COc5ccccc5O4)c23)cc1 (stereo not given)	-1	0	0	-4	15	1	-12	-4
CSc1nc(-c2ccco2)nn1C(=O)CCc1ccccc1	2	2	10	0	3.6	1.1	-11	-12
COc1ccc(C(=O)N2CCc3cc(OC)c(OC)cc3C2)cc1OC	-1	1	23	18	0.0	0.99	-9	13
CCc1nn2cc(-c3ccccc3)nc2s1	-2	0	30	7	-2.8	1	-9	94*
CCc1ccc(N=C2N=C(N)c3ccccc32)cc1	-3	3	36	30	-1.0	0.62	21	3
O=C(NC1CCCCC1)C(=O)c1c[nH]c2ccccc12	-3	0	10	5	0.4	1.2	-2	34
COC(=O)C1CC(O)CN1S(=O)(=O)c1cccs1 (stereo not given)	0	2	19	0	1.4	1.1	1	-4
Cc1cccc(NC(=O)c2c(F)c(F)c(F)c(F)c2F)c1	3	1	20	-5	0.2	0.9	6	0
Cc1cc(C)n(-c2cc(N3CCN(S(=O)(=O)c4ccc(C)c(C)c4)CC3)ccc2[N+](=O)[O-])n1	0	2	44*	-5	-0.3	0.85	-6	7
Cc1nnc(NC(=O)CCCN2C(=O)c3ccccc3C2=O)s1	-5	1	6	-8	-2.7	0.91	2	-30
O=C(Nc1ccc(F)cc1)Nc1ccc(Cl)cn1	-16	3	12	-3	6.2	0.97	14	-5
COc1ccc(-c2nc(N)n[nH]2)cc1	0	1	15	-2	1.6	0.92	8	-10
CC(C)c1cc(C(=O)N/N=C/C(Br)=C/c2ccccc2)n[nH]1	7	-4	-3	-20	1.6	1.8	8	3
